High-throughput results deposited in PubChem BioAssay by Southern Research Specialized Biocontainment Screening Center.
M. tuberculosis HTS: M. tuberculosis growth inhibition, HTS (AID 449762); inhibition, % at 25 µM; hits with a dose series show IC50 in µM; M. tuberculosis H37Rv growth inhibition, 7H9 media; higher % means a stronger effect; 330,000 tested, 0.59% active; in the data active means a potency from the dose series; inconclusive means inhibition above about 70% without an active follow-up result;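 further: bacterial growth assessed after seven days of incubation; strong numbers were not always called active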
influenza NS1A: NS1A inhibition, H1N1 influenza, cell based functional assay (AID 504329); NS1A functional cell-based assay, percent inhibition; higher % means a stronger effect; inhibition, % at 12.5 µM; hits with a dose series show IC50 in µM; 340,000 tested, 0.3% active; in the data active means a potency from the dose series; inconclusive means inhibition above about 27% without an active follow-up result; further: strong numbers were not always called active
tuberculosis growth: growth inhibition of non-replicating M. tuberculosis (AID 488890). Mycobacterium tuberculosis non-replicating, growth inhibition; higher % means a stronger effect. inhibition, % at 25 µM; hits with a dose series show IC50 in µM. 320,000 tested, 0.39% active; in the data active means a potency from the dose series; inconclusive means inhibition mostly from about 82% at the one dose, without a potency; inactive means the rest, 99 in 100 with inhibition below about 76%;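 further: plate controls were DMSO cells for no effect and high antibiotic wells for full effect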
inhibitors of VEEV: inhibitors of VEEV TC-83 cytopathic effect, confirmation, Vero cells (AID 588727) | one-dose inhibition, % at 20 µM; IC50 in µM for titrated hits | 350,000 tested, 0.13% active | Vero cells, VEEV TC-83 cytopathic effect inhibition; higher % means a stronger effect; in the data active means a potency from the dose series; inconclusive means inhibition mostly from about 14% at the one dose, without a potency; inactive means the rest, 99 in 100 with inhibition below about 12%; further: strong numbers were not always called active
Salmonella PhoP GFP: PhoP regulon inhibitors, Salmonella typhi PhoP promoter GFP reporter, confirmatory (AID 1850). Salmonella Typhi PhoP-promoter GFP reporter, fluorescence, 4 h; higher % means a stronger effect. one-dose inhibition, % at 50 µM; IC50 in µM for titrated hits. 310,000 tested, 0.33% active; in the data active means a potency from the dose series; inconclusive means inhibition mostly from about 25% at the one dose, without a potency; inactive means the rest, 99 in 100 with inhibition below about 19%;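 further: 0% = induced wells with vehicle and 100% = uninduced wells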
inhibitors of VEEV 10K pilot screen: further read-out of inhibitors of VEEV, marked with its call; inhibition, %; measured here: 10K pilot screen inhibition
* hit, by the source's call; i = inactive; ? = inconclusive; . = no result given.

SMILES	M. tuberculosis HTS	influenza NS1A	tuberculosis growth	inhibitors of VEEV	Salmonella PhoP GFP	others
Cc1cc(C(=O)N/N=C/c2cc(Br)cc([N+](=O)[O-])c2O)c2ccccc2n1	10%	-2%	40%	1.0%	-5%
N#Cc1c(N)n(-c2ccc(N)cc2)c2nc3ccccc3nc12	7%	-26%	-4%	5.1%	4%
O=C(Nc1ccc2oc(-c3ccccc3)nc2c1)c1ccncc1	24%	1%	32%	5.0%	-2%
Cc1ccc(S(=O)(=O)NCCCNS(C)(=O)=O)cc1	0%	17%	-9%	0.4%	-1%
COc1ccccc1C1CC(=O)Oc2cc(C)c(Br)c(C)c21 (stereo not given)	.	-12%	.	i	.
Cc1cccc(N2CCN(C(=O)c3ccc4[nH]c(C)c(C)c4c3)CC2)c1C	-8%	9%	32%	6.1%	.
CC(C)(C)NC(=S)Nc1ccc(Nc2ccccc2)cc1	-8%	12%	?	5.2%	6%
COc1ccc(C(=O)N/C(=C/c2ccc(Cl)cc2)C(=O)NCc2ccncc2)cc1	6%	7%	6%	11%	7%
CCOc1ccccc1OC(C)C(=O)Nc1ccc(S(=O)(=O)N2CCCC2)cc1 (stereo not given)	-19%	-8%	-1%	2.6%	-7%
Cc1ccc(S(=O)(=O)N2CCC(=O)N(CCOCc3cccc(C)c3)CC2)cc1	-5%	-21%	7%	2.5%	1%
CCOc1cc2c(cc1/C=C/C(=O)O)OC(C)C2 (stereo not given)	2%	-2%	3%	2.0%	12%
COc1ccc(-c2n[nH]c(=S)n2Cc2ccco2)cc1	-6%	4%	1%	1.6%	-1%
Cc1ccccc1N1CCN(S(=O)(=O)c2cccs2)CC1	5%	-4%	36%	1.9%	-5%
Cc1ccc(NS(=O)(=O)c2cccc(C(=O)N3CCN(c4ncccn4)CC3)c2)cc1	-4%	-7%	3%	6.1%	.
CCc1nnc(NC(=O)CSc2nnc(CNc3ccc(C)cc3)n2C)s1	4%	-1%	1%	1.2%	0%
Nc1c(C(=O)Nc2ccccc2)sc2nc3c(c(-c4ccco4)c12)CCCC3	6%	-14%	0%	0.3%	-6%
COC(=O)c1scc(C)c1N/N=C(\C)c1ccc(F)cc1	-6%	4%	5%	3.3%	-5%
COc1ccccc1N(CC(=O)NCCSc1ccccc1)S(=O)(=O)c1ccccc1	-13%	-6%	13%	7.9%	-1%
Cc1nn(C)c(C)c1/C=N/NC(=O)CCn1nc(C)c([N+](=O)[O-])c1C	-3%	1%	-18%	0.1%	-3%
CCC(=O)Nc1ccc(C(=O)CSc2nnc(-c3ccc(O)cc3)n2CC2CCCO2)cc1 (stereo not given)	-4%	13%	12%	0.9%	4%
CCC(C)NCC(=O)Nc1ccc(S(N)(=O)=O)cc1 (stereo not given)	0%	.	-1%	1.1%	7%
CCC(C)[C@H](NC(=O)N1CCC(Cc2ccccc2)CC1)C(=O)O (stereo not given in full)	7%	-3%	?	0.5%	-11%
CC[C@@H](C)[C@@H]1CN([C@@H](C)CN2CCC[C@H]2CN2C(N)=NC[C@H]2CC(C)C)C(=N)N1CCCC1CCCC1	?	-4%	?	i	.
CS(=O)(=O)Nc1ccc2c3c(cccc13)CC2	2%	5%	-10%	0.6%	-2%
O=C(NC1CCCCC1)c1cc(S(=O)(=O)N2CCCCC2)ccc1N1CCOCC1	-14%	-8%	1%	3.0%	.

Reprinted from the part before: 5 entries, followed by the next part.
SMILES	M. tuberculosis HTS	influenza NS1A	tuberculosis growth	inhibitors of VEEV	Salmonella PhoP GFP	others
CCC(C)NCC(=O)Nc1ccc(S(N)(=O)=O)cc1 (stereo not given)	0%	.	-1%	1.1%	7%
CCC(C)[C@H](NC(=O)N1CCC(Cc2ccccc2)CC1)C(=O)O (stereo not given in full)	7%	-3%	?	0.5%	-11%
CC[C@@H](C)[C@@H]1CN([C@@H](C)CN2CCC[C@H]2CN2C(N)=NC[C@H]2CC(C)C)C(=N)N1CCCC1CCCC1	?	-4%	?	i	.
CS(=O)(=O)Nc1ccc2c3c(cccc13)CC2	2%	5%	-10%	0.6%	-2%
O=C(NC1CCCCC1)c1cc(S(=O)(=O)N2CCCCC2)ccc1N1CCOCC1	-14%	-8%	1%	3.0%	.
Cc1cc(Nc2ccc3c(c2)OCCO3)c2ccccc2n1	1%	-5%	-5%	3.0%	5%
CS(=O)(=O)N1N=C(c2cccs2)CC1c1ccc(F)cc1 (stereo not given)	8%	-15%	18%	i	-26%
Cc1ccc(-n2nc3c(=O)n(C(C)C(=O)NCc4ccc5c(c4)OCO5)nc(C)c3c2C)cc1 (stereo not given)	-1%	7%	-1%	0.6%	-2%
O=C(Nc1cc(Cl)cc(Cl)c1)C(NCC1CCCO1)c1ccccc1 (stereo not given)	8%	0%	46%	1.5%	0%
Cc1ccc2cc(C=C(C#N)C#N)c(N3CCCCC3)nc2c1	-19%	-4%	?	i	-22%
Cc1ccc(N2CCCn3c2cc(C)c(C#N)c3=O)cc1Cl	-19%	-18%	11%	i	8%
Cc1[nH]c2ccc(Br)cc2c(=S)c1C/C=C/Cl	-8%	13%	8%	0.6%	-3%
Cc1nnc(NS(=O)(=O)c2ccc(Br)cc2)s1	6%	1%	17%	0.5%	-7%
Cc1nc2ccc(NC(=O)c3ccc(S(=O)(=O)N4CCOCC4)cc3)cc2s1	8%	0%	0%	0.7%	-11%
COC(=O)[C@H](CCSC)NC(=O)Cn1cnc(C(=O)Nc2ccc(C)c(C)c2)n1	.	-14%	.	0.9%	.
Cc1cc(=O)[nH]c(Nc2c(C)n(C)n(-c3ccccc3)c2=O)n1	-3%	2%	-11%	0.3%	17%
CCOC(=O)c1ccc(N=C2SC(C(=O)NCCc3ccccc3)CC(=O)N2C)cc1 (stereo not given)	1%	8%	13%	7.0%	7%
CCCCN(C)C(=O)c1cc2cc([N+](=O)[O-])cc(OC)c2oc1=O	9%	4%	1%	i	4%
CCOc1ccc(CCNC(=O)COc2cccc(-n3cnnn3)c2)cc1OCC	-6%	0%	-11%	4.1%	1%
O=C(Cc1ccc(F)cc1)Nc1c2c(nn1-c1cccc(Cl)c1)CS(=O)C2 (stereo not given)	0%	9%	-9%	4.2%	6%
CC(C)N1C(=O)CCC1C(=O)N1CCC(Cc2ccccc2)CC1 (stereo not given)	0%	-9%	.	i	-7%
COC(=O)c1sccc1N/N=C/c1ccc(OC)c(OC)c1OC	23%	24%	14%	5.1%	6%
Cc1cccc(N2CCN(S(=O)(=O)c3ccc4c(c3)n(C)c(=O)c(=O)n4C)CC2C)c1 (stereo not given)	6%	2%	2%	4.5%	-1%
Cc1cccc(NC(=O)CNC(=O)C23CC4CC(CC(Cl)(C4)C2)C3)n1	-2%	7%	0%	i	-10%
CC1=C(C(=O)Nc2cc(C(=O)N3CCN(c4cccc(C)c4C)CC3)ccc2C)SCCO1	9%	9%	21%	9.4%	-1%
CC(C)(C)c1ccc(CSc2nnc(-c3ccccn3)n2Cc2ccco2)cc1	7%	8%	9%	2.7%	-1%
COC(=O)c1ccc(OC(=O)CCc2cc(OC)c(OC)c(OC)c2)cc1	5%	-8%	58%	2.1%	-1%
CC12COC3(C(=O)Nc4nccs4)CC1CCC32C (stereo not given)	-6%	-4%	-1%	4.1%	-7%
COc1ccc(CNC(=O)C2CC(c3ccc(C(F)(F)F)cc3)=NO2)cc1 (stereo not given)	2%	-1%	68%	0.9%	-8%
O=C1c2nccnc2C(=O)N1c1ccc(F)cc1	2%	3%	-10%	0.4%	-2%
SMILES	M. tuberculosis HTS	influenza NS1A	tuberculosis growth	inhibitors of VEEV	Salmonella PhoP GFP	others
Cc1nn(CC(=O)Nc2nnc(CC(=O)N3CCCC3)s2)c(=O)c2ccccc12	-5%	4%	-8%	0.6%	11%
CCN1C(=O)C2(C(C(=O)c3ccc(C)o3)=C(O)C(=O)N2CCCN(C)C)c2ccccc21 (stereo not given)	0%	.	-2%	1.2%	-6%
CCOCCOC(=O)C(C)Sc1n[nH]c(=O)[nH]c1=O (stereo not given)	-3%	3%	-11%	0.7%	-12%
O=C(NCC(c1ccco1)N1CCCC1)c1ccc(Cl)c(S(=O)(=O)N2CCc3ccccc32)c1 (stereo not given)	14%	11%	61%	3.3%	.
CCCC(c1nnnn1CC(=O)OCC)N(Cc1cc2c(C)cc(C)cc2[nH]c1=O)C1CCCC1 (stereo not given)	1%	1%	10%	1.4%	1%
CCCCN(C)CCCNC(=O)C1(O)c2ccccc2NC(=O)N1c1ccc(Cl)cc1 (stereo not given)	1%	-14%	-2%	0.8%	7%
CC(=O)Nc1ccc(Nc2c([N+](=O)[O-])c(=O)n(-c3ccccc3)c3ccccc23)cc1	-13%	-3%	-4%	2.0%	5%
CCOc1ncccc1C(=O)OCC(=O)Nc1cc(C(C)(C)C)ccc1OC	6%	-13%	9%	4.5%	.
O=Cc1ccc(F)c([B-](F)(F)F)c1	.	-5%	.	0.1%	.
O=C(N/N=C\c1ccc(Sc2ccccn2)o1)c1cccc(Br)c1	0%	18%	16%	7.6%	5%	inhibitors of VEEV 10K pilot screen=5.5
O=C1C=C(NC(=O)Nc2ccc(Cl)c(Cl)c2)CCC1	?	33%	-3%	2.7%	11%
CCCNC(=O)C1CN(S(=O)(=O)c2ccc(C)cc2)c2ccccc2O1 (stereo not given)	2%	9%	11%	i	8%
O=C1c2cccnc2C(=O)N1Cc1ccc(S(=O)(=O)N2CCN(c3ccccc3)CC2)cc1	1%	-3%	10%	2.5%	2%
CSC1CCCCC1(O)CSc1nc2c(cc1C#N)CCCC2 (stereo not given)	-9%	-1%	-14%	0.1%	4%
CCn1nc(C)c(Br)c1C(=O)Sc1ccccc1Cl	-6%	1%	53%	1.8%	-1%
COCCN(C(=O)/C=C/c1ccccc1)c1c(N)n(Cc2ccccc2)c(=O)[nH]c1=O	-1%	-6%	12%	5.7%	-2%
CCC1=C/C(=C/c2sc3ccccc3[n+]2CC)CC(C)(C)C1	46%	.	80%	i	0%
CC(=O)C1=C(O)C(=O)N(c2cccc(Br)c2)C1c1ccccc1Cl (stereo not given)	-4%	-5%	21%	i	-2%
Cc1ccccc1CC(=O)NC1CCN(C)CC1	2%	-3%	3%	0.2%	2%
Cc1cccc(C)c1NC(=O)Cn1c(=O)c2cccn2c2ccccc21	13%	-4%	5%	0.4%	-8%
COc1ccc(C(CNc2ccc(S(C)(=O)=O)cc2[N+](=O)[O-])N(C)C)cc1OC (stereo not given)	-1%	7%	0%	0.7%	-2%
COc1ccc(C(=O)NCc2nnc(SCC(=O)Nc3cc(OC)ccc3OC)o2)cc1	2%	6%	-8%	i	-4%
CCCC(=O)NC(=S)N1CCN(c2ccc([N+](=O)[O-])cc2)CC1	10%	-66%	73%	0.8%	-3%
CCCn1c(NCc2cccc(OC)c2OC)nc2ccccc21	-5%	8%	18%	0.8%	-2%
CC(NC(=O)Nc1ccccc1)c1ccccc1 (stereo not given)	-3%	1%	9%	0.2%	-3%
SMILES	M. tuberculosis HTS	influenza NS1A	tuberculosis growth	inhibitors of VEEV	Salmonella PhoP GFP	others
COC(=O)C1=C(c2cc3ccccc3s2)C[C@@H]2CC[C@H]1N2C(=O)NC(C)C	-7%	-1%	12%	0.5%	-19%
Cc1cc(Oc2ccccc2)nc(SCC(=O)Nc2ccc(Cl)c(Cl)c2)n1	-7%	3%	11%	i	-7%
COc1ccc(-c2nc(NC3=NCCCCC3)sc2C)cc1	69%	-1%	13%	i	-1%
C/C(=N\NC(=O)c1cc(C)[nH]n1)C(C)(C)C	-15%	5%	52%	1.0%	-1%
Cc1ccc(S(=O)(=O)CC(=O)N2CCCCCC2)cc1	0%	-4%	2%	1.1%	6%
O=C(Nc1ccncc1)C1c2ccccc2Oc2ccccc21	-11%	-7%	11%	0.7%	5%
CN1C[C@@H]2[C@@H]3C(=O)N(Cc4ccccc4)C(=O)[C@@H]3[C@](C)(C1=O)N2C(=O)c1ccc(C(C)(C)C)cc1	.	3%	.	0.2%	.

Quoted at random: three compounds from above, in no set order.
SMILES	M. tuberculosis HTS	influenza NS1A	tuberculosis growth	inhibitors of VEEV	Salmonella PhoP GFP	others
C/C(=N\NC(=O)c1cc(C)[nH]n1)C(C)(C)C	-15%	5%	52%	1.0%	-1%
Cc1cc(Oc2ccccc2)nc(SCC(=O)Nc2ccc(Cl)c(Cl)c2)n1	-7%	3%	11%	i	-7%
O=C(Nc1ccncc1)C1c2ccccc2Oc2ccccc21	-11%	-7%	11%	0.7%	5%

Compounds were not picked by outcome. About 1.5% of those tested had a hit in this group.
